BoNT-F LC inh: blocks Botulinum neurotoxin F light chain protease; Multiplex microsphere protease cleavage assay, flow cytometry; inhibition, % at 10 µM; 360,000 compounds, 0.22% hits; in the data active = inhibition above about 35%, passing the limit was not always enough; inconclusive = no clear call, values can overlap the other calls; note: plate controls were buffer without enzyme for full effect and enzyme alone for no effect
PrPC surface inh: inhibitors of human cell surface prion protein PrPC; TR-FRET read-out; inhibition, % at 13.8 µM; 370,000 compounds, 0.43% hits; AID 720596; in the data active = inhibition above about 24%; note: 0% = median of the test wells and 100% = reference compound wells
PfHsp40 yeast: restores yeast growth despite PfHsp40 toxicity | S. cerevisiae expressing PfHsp40, growth rescue, ATP luminescence | AID 504582 | 340,000 compounds, 0.68% hits | growth rescue, % at 12.5 µM; in the data active = growth rescue above about 28%, passing the limit was not always enough; inconclusive = no clear call, values can overlap the other calls;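 note: yeast W303a lacking pdr1 and pdr3 grown in galactose medium; growth measured after three days at 30 °C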
BoNT-A LC inh2: inhibitors of Botulinum neurotoxin A light chain protease | 360,000 compounds, 0.17% hits | inhibition, % at 10 µM | multiplex microsphere protease substrate cleavage, flow cytometry | AID 588499; note: plate controls were buffer without enzyme for full effect and enzyme alone for no effect
TcdB GH inh: TcdB glycohydrolase inhibition; P18177; TcdB glycohydrolase enzymatic assay, plate reader; inhibition, % at 9.99 µM; 350,000 compounds, 0.24% hits; in the data active = inhibition above about 10%
Anthrax LF prot: blocks Bacillus anthracis lethal factor protease | P15917 | multiplex microsphere protease cleavage assay, LF | inhibition, % at 10 µM | 360,000 compounds, 0.12% hits; note: plate controls were buffer without enzyme for full effect and enzyme alone for no effect
Target sequence (P15917 whole entry, looked up): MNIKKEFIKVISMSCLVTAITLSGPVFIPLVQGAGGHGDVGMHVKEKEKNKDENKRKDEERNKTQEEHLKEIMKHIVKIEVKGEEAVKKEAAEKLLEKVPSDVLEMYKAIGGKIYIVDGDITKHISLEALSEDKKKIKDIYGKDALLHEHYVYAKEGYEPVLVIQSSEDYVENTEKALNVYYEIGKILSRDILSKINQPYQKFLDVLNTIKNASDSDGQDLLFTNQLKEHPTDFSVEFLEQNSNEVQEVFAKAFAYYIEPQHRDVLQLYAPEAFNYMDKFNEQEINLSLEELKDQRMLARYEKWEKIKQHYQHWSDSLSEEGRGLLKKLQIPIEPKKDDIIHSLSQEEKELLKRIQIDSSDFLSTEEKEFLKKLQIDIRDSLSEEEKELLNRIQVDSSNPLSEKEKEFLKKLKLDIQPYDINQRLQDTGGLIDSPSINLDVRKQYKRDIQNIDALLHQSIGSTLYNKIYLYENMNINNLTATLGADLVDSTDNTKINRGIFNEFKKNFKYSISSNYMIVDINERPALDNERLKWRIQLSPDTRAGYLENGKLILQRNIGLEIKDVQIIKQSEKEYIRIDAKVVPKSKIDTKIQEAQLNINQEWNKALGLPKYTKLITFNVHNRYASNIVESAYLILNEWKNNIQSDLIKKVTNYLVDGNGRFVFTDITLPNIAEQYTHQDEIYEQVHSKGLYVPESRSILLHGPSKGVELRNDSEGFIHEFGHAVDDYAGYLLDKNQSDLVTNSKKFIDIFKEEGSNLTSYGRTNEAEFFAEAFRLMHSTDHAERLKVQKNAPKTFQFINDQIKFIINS
CCHF vOTU inh: blocks the CCHF virus ovarian tumor domain protease; CCHFV vOTU protease, Pep-AMC fluorescence; inhibition, % at 11.5 µM; 370,000 compounds, 0.55% hits; AID 651958; in the data active = inhibition above about 30%; note: 0% = vehicle wells with enzyme and 100% = no enzyme wells
Yp Topo-I inh: inhibitors of Yersinia pestis topoisomerase I; activity, % at 10 µM; Y. pestis Topo-I cleavage product accumulation, plate reader; 360,000 compounds, 0.064% hits; in the data active = activity above about 50%, passing the limit was not always enough; inconclusive = no clear call, values can overlap the other calls; note: inactives centre near 2
FadD28 FP inh: M. tuberculosis FadD28 bisubstrate binding inhibition; AID 588549; FadD28 bisubstrate probe binding, fluorescence polarization; inhibition, % at 12.5 µM; 360,000 compounds, 0.22% hits; in the data active = inhibition above about 8.5%, passing the limit was not always enough; inconclusive = no clear call, values can overlap the other calls
Active calls of the source: *; ? = inconclusive; . = no result given. Cut-off read from the data, not from the text of the source, unless noted: active = inhibition above about 30%; inconclusive = no clear call, values can overlap the other calls; inactive = below that.

SMILES	BoNT-F LC inh	PrPC surface inh	PfHsp40 yeast	BoNT-A LC inh2	TcdB GH inh	Anthrax LF prot	CCHF vOTU inh	Yp Topo-I inh	FadD28 FP inh
COc1cc2[nH]cc(C(=O)NCCc3ccccc3)c(=O)c2cc1OC	-2	8	0.0	-1.5	.	-6	-14	6	-5.9
O=C(OCc1csc(-c2ccccc2)n1)c1ccc(O)cc1	-4	2	-1.2	-0.2	2.3	-1	-9	11	-0.5
O=C1CC(c2cccs2)Cc2nc(NCC3CCCO3)ncc21 (stereo not given)	-12	2	1.5	-1.9	.	-10	-4	3	-1.8
O=C(NCc1ccccc1)c1cccc(COc2cccc(Cl)c2)c1	14	0	-0.3	0.2	.	-1	6	2	-5.6
COc1ccc(N(CC(=O)NCc2ccc(C)cc2)S(=O)(=O)c2ccccc2[N+](=O)[O-])c(OC)c1	-4	2	1.1	-0.2	-0.6	-10	-8	37	-1.9
O=C(c1cc(COc2ccc3ncccc3c2)on1)N1CCCC1	.	42*	-0.9	.	-9.5	.	0	1	-0.2
COc1ccc(-c2nc3c4ccccc4ccn3c2CN2CCCCC2)cc1	1	-2	-1.2	0.0	1.5	-4	-12	22	-6.7
CCn1ccc(C(=O)NC2C(=O)N3C(C(=O)O)=C(C)CSC23)n1 (stereo not given)	15	-5	-1.2	1.6	.	2	4	-4	0.0
CC1(C(=O)NCc2ccc3c(c2)OCO3)CCN1C(=O)Cc1cccs1 (stereo not given)	-8	-1	.	-0.2	-0.4	-3	-1	4	-0.5
Cc1ccc(S(C)(=O)=O)cc1S(=O)(=O)Nc1ccccc1	-2	-5	-1.9	-1.2	.	-2	3	-4	0.7
O=C1/C(=C/c2ccccn2)SC(=S)N1Nc1ncc(C(F)(F)F)cc1Cl	-3	1	0.3	-0.6	-2.3	-1	8	-8	-7.9
Cc1nc2cc(C(F)(F)F)ccc2n1C	2	1	0.0	0.6	-1.1	-1	-14	-2	-0.9
CN(C)CCCn1c(SCC(=O)Nc2nccs2)nnc1-c1ccncc1	13	-5	-3.0	-1.5	1.6	-3	7	2	-0.6
CC1CN(C(=O)COC(=O)c2cc(Cl)ccc2Cl)CC(C)O1 (stereo not given)	-1	5	0.6	0.6	0.5	0	10	2	-1.4
Cc1ccccc1N(CC(=O)N/N=C/c1ccccc1Cl)C(=O)c1ccccc1	-12	-2	-0.1	1.1	.	-4	-6	3	-0.2
COc1cccc(NC(=O)N(Cc2ccco2)C(C)c2cccs2)c1 (stereo not given)	-3	11	0.5	-1.8	.	-2	16	10	0.3
COc1ccc(NC(=S)NNC(=O)COc2ccc(Cl)cc2Cl)cc1	-2	4	9.3	0.6	.	-1	-1	12	1.1
COc1ccccc1NS(=O)(=O)c1cccc(C(=O)NN=C2CCCCCC2)c1	-3	-3	-0.7	-0.3	.	-1	1	3	1.4
CNc1nc(-c2ccccc2)nc(-c2ccc(OC)cc2)c1C#N	2	4	0.1	-0.2	1.7	-8	5	5	-3.0
CC1CC(=O)N(c2ccc(NCCc3ccccc3)c([N+](=O)[O-])c2)C1=O (stereo not given)	0	-21	-0.3	-0.8	0.8	-3	-4	16	0.7
O=C(CSc1nc2ccccc2c(=O)[nH]1)Nc1ccc(N2CCOCC2)cc1	-7	-4	-2.1	-2.9	0.7	0	-2	-10	-1.5
CCN(c1ccc(OC)cc1)S(=O)(=O)c1ccc2c(c1)CCN2C(=O)CCC(=O)O	-5	0	-0.1	-2.8	0.8	-2	2	-1	-3.9
CCOC(=O)Cn1cc(/C=C(/C#N)C(=O)NC(C)C)c2ccccc21	3	-4	-1.1	0.2	3.9	2	5	-3	-0.7
Cc1ccc(S(=O)(=O)n2c(N)nc3cc(C)c(C)cc32)cc1	-3	7	.	0.0	-0.3	-4	15	29	-4.5
O=C(O)C1CCCN1C(=O)NC1CCCCC1 (stereo not given)	6	9	-2.4	-3.0	-1.0	-1	1	1	1.2
NC(=O)CCn1c2ccccc2c2ccccc21	-4	6	-0.4	0.0	-0.1	-1	7	1	-2.7
CCCCC(=O)NC(Nc1cc(C)ccn1)(C(=O)OCC)C(F)(F)F (stereo not given)	-4	1	0.2	-0.7	.	3	6	0	-14
CSCCC(NC(N)=O)C(=O)NCc1ccc(Cl)cc1 (stereo not given)	2	2	80*	0.8	.	3	-2	9	-1.2
Cc1cc(C)cc(NC(=O)/C(C#N)=C/c2cn(CC(=O)NCc3ccco3)c3ccccc23)c1	7	-1	-1.5	1.0	.	-3	-8	17	-2.5
Cc1ccc(OCCNC(=O)CN2C(=O)NC3(CCCC3)C2=O)cc1	11	-3	-0.2	4.1	1.9	0	3	1	-0.9
CCOC(=O)C1CCN(C(=O)CCNC(=O)c2cc(OC)c(OC)c(OC)c2)CC1	-1	2	-0.1	-0.7	.	-4	3	2	-1.7
O=C(OCC(=O)N1CCN(c2ccccc2)CC1)C1CCCN1S(=O)(=O)c1ccc(Cl)cc1 (stereo not given)	1	4	-0.3	-1.8	2.7	3	1	26	-2.9
Cc1onc(-c2ccccc2)c1C(=O)NCCSCc1ccco1	-11	7	1.1	-6.9	-0.1	2	-2	9	-2.2
CCN=C(NCC)SC1CC(=O)N(c2cccc(OCC)c2)C1=O (stereo not given)	-2	-5	2.5	-0.8	.	9	3	-1	1.4
COc1ccccc1OCC(=O)Nc1ccccc1C(=O)N1CCCCC1	-7	11	1.3	-2.2	1.8	-5	-4	3	-0.9
CC(OC(=O)CCN=C1NS(=O)(=O)c2ccccc21)C(=O)N(C)C1CCCCC1 (stereo not given)	1	0	-0.8	-0.2	0.9	1	-3	-1	-3.2
CCOC(=O)N1CCN(C2CC(=O)N(c3ccccc3)C2=O)CC1 (stereo not given)	2	1	-0.2	-0.2	1.0	1	-1	6	-4.2
COCCn1cnc2c1c(=O)n(Cc1cc(C(C)=O)ccc1OC)c(=O)n2Cc1ccccc1	-12	4	0.1	-1.2	0.5	2	-1	25	-4.4
Cc1cn(C2CCCCO2)c(=O)nc1NO (stereo not given)	-8	4	-0.9	-1.0	0.9	3	11	-1	-1.7
CN(C)CCCNC(=O)c1cc(C(=O)c2ccc(F)cc2)c[nH]1	-1	3	0.0	0.7	1.6	-5	-4	0	0.3
Cc1nsc(Nc2ccccc2)c1C#N	-4	0	15	0.1	0.7	-5	-9	2	-0.4
CCOC(=O)/C(C#N)=C/Nc1cc(F)ccc1C	.	-3	-0.3	.	0.0	.	6	-4	-4.2
c1ccc(SCCCCN2CCOCC2)cc1	-23	1	-1.3	-2.1	0.5	-6	-10	-2	-0.5
CC(=O)N(c1c(C)n(C)n(-c2ccccc2)c1=O)C1(C(=O)NC2CCCCC2)CCCCC1	1	-6	0.6	-0.2	.	-1	-4	6	0.2
CN(C)CCN1C(=O)C(O)=C(C(=O)c2cc3ccccc3o2)C1c1cccc(Br)c1 (stereo not given)	-6	11	0.7	?	.	-3	4	5	-3.3
OC(c1ccc(Cl)c(F)c1)c1ncc(-c2cccc(F)c2)[nH]1 (stereo not given)	0	18	.	-0.2	-3.0	3	14	-6	-2.4
COc1ccc(S(=O)(=O)NC2CC(=O)N(c3ccccc3)C2)cc1C (stereo not given)	.	-7	0.0	.	-1.8	.	3	-4	1.2
COc1ccccc1NC(=O)CCSc1nnnn1C	-1	5	0.2	-0.7	.	-1	0	0	-0.2
CCOCCc1nnc(NC(=O)C2CCN(C(=O)c3ccco3)CC2)s1	1	5	-0.8	-3.1	1.5	2	-2	0	1.2
O=C(NCc1ccc(F)cc1)c1cc(C2CCCCN2S(=O)(=O)c2ccccc2)on1 (stereo not given)	1	9	.	-0.2	1.2	-2	-5	22	-3.0
O=C(c1ccco1)N1Cc2ccccc2-n2nncc2C1	-9	3	.	0.2	1.1	1	-8	0	-1.5
Cc1onc(-c2ccccc2)c1C(=O)NNC(=S)NC(=O)/C=C/c1cccs1	-16	4	2.5	-1.7	.	0	-20	6	0.2
Cc1cc(C)c(C)c(S(=O)(=O)NCC(=O)Nc2ccc(F)cc2)c1C	2	2	-0.2	-0.1	0.4	0	7	7	2.0
O=C(c1cc(Br)ccc1OC(F)F)N1CCN2CCCC2C1 (stereo not given)	-6	-9	1.3	0.0	0.0	2	1	5	-2.5
CCN(C(=O)CSc1nc2ccc(OC)cc2[nH]1)C1CCS(=O)(=O)C1 (stereo not given)	3	2	-1.0	1.0	2.7	1	-6	-1	-2.5
C/C(=N/NS(=O)(=O)c1cccc([N+](=O)[O-])c1)c1ccc2c(c1)OCO2	0	-10	0.3	-1.4	1.0	0	5	8	0.4
CCCCC(=O)N(Cc1nc2sc(C)c(C)c2c(=O)[nH]1)C1CCCC1	0	2	0.3	0.2	0.6	-4	16	41	-1.7
CCCCN(C(=S)NC(=O)c1cc(OC)c(OC)c(OC)c1)c1c(N)n(Cc2ccccc2)c(=O)[nH]c1=O	-7	11	1.8	-0.3	-0.4	0	-6	10	-0.4
CC(=O)N(Cc1ccccc1)Cc1cn(CCC#N)nc1-c1cccc([N+](=O)[O-])c1	-2	-18	0.3	-0.3	1.2	-3	8	13	-1.7
Cc1ccc(-c2c(C(=O)N/N=C/c3c[nH]c4ccccc34)nnn2-c2nonc2N)cc1	-2	-4	1.6	-1.8	-0.6	1	10	-4	0.5

Other records
SMILES	BoNT-F LC inh	PrPC surface inh	PfHsp40 yeast	BoNT-A LC inh2	TcdB GH inh	Anthrax LF prot	CCHF vOTU inh	Yp Topo-I inh	FadD28 FP inh
CC(=O)C1=C(O)C(=O)N(c2ccc(O)cc2)C1c1cccc([N+](=O)[O-])c1 (stereo not given)	-41	-1	1.6	-2.0	5.0	-12	-4	-9	0.4
COc1ccc(-c2nc(NC(=O)C3CC(=O)N(Cc4ccco4)C3)sc2C)cc1 (stereo not given)	0	10	1.0	-0.3	-3.4	-6	21	25	-4.9
CCOC(=O)N1CCN(C(=O)C2CCN(C(=O)Nc3ccccc3)CC2)CC1	-1	-1	-1.0	0.1	0.8	-6	1	-4	-1.1
C=CCn1c(=O)[nH]c2cc(C(=O)N3CCN(c4cccc(Cl)c4)CC3)ccc2c1=O	-2	0	-0.4	-1.1	.	-2	12	-9	-0.4
O=C(Nc1ccc([N+](=O)[O-])cc1)C(Cc1ccccc1)N1C(=O)c2cccc3cccc(c23)C1=O (stereo not given)	-4	3	0.2	-1.1	-1.3	-7	-9	-5	-1.2
COc1ccc(CNCc2ccc3c(c2)OCO3)cc1Br	-21	-5	0.7	1.8	1.2	-3	16	9	0.4
CCc1cccc(OCC(=O)Nc2ccc(S(=O)(=O)Nc3ccccn3)cc2)c1	-2	7	0.5	-0.3	-0.1	-1	6	-10	0.4
CC1(c2ccccc2)NC(=O)N(CC(=O)Nc2ccccc2N2CCCC2)C1=O (stereo not given)	-8	-4	-0.1	-7.7	0.2	-7	4	1	-2.6
CC(Sc1nc(N)cc(=O)[nH]1)C(=O)NC1CCCCC1 (stereo not given)	16	7	0.3	-0.9	.	2	1	-5	-0.4
Cc1ccccc1Oc1nc(-c2ccccn2)nc2ccccc12	?	-1	245*	-8.5	2.1	6	6	31	-7.2
COc1ccccc1-c1cc(C(=O)NCCCn2ccnc2)no1	0	6	-0.1	-0.8	.	-4	-6	-1	0.3

Just FadD28 FP inh and BoNT-A LC inh2 (4 entries from above):
| Compound | FadD28 FP inh | BoNT-A LC inh2 |
| --- | --- | --- |
| CC1(c2ccccc2)NC(=O)N(CC(=O)Nc2ccccc2N2CCCC2)C1=O (stereo not given) | -2.6 | -7.7 |
| CC(Sc1nc(N)cc(=O)[nH]1)C(=O)NC1CCCCC1 (stereo not given) | -0.4 | -0.9 |
| Cc1ccccc1Oc1nc(-c2ccccn2)nc2ccccc12 | -7.2 | -8.5 |
| COc1ccccc1-c1cc(C(=O)NCCCn2ccnc2)no1 | 0.3 | -0.8 |

Part of the list above in another layout.
canonical_smiles,BoNT-F LC inh,PrPC surface inh,PfHsp40 yeast,BoNT-A LC inh2,TcdB GH inh,Anthrax LF prot,CCHF vOTU inh,Yp Topo-I inh,FadD28 FP inh
CCOC(=O)C1CCN(C(=O)CCNC(=O)c2cc(OC)c(OC)c(OC)c2)CC1,-1,2,-0.1,-0.7,.,-4,3,2,-1.7
O=C(OCC(=O)N1CCN(c2ccccc2)CC1)C1CCCN1S(=O)(=O)c1ccc(Cl)cc1 (stereo not given),1,4,-0.3,-1.8,2.7,3,1,26,-2.9

Compound activity: PubChem BioAssay, several laboratories
